Bioassay records: PubChem, several laboratories
PrPC TRFRET: inhibitors of human cell surface prion protein PrPC, primary screen, cell-based, TR-FRET | actives 0.43% (n = 370,000) | TR-FRET read-out | Major prion protein (Homo sapiens), P04156 | inhibition, % at 13.8 µM; in the data active = inhibition above about 24%; note: 0% = median of the test wells and 100% = reference compound wells
CCHF vOTU inh: CCHFV vOTU protease inhibitors, primary screen, biochemical, Pep-AMC substrate, fluorescence. actives 0.55% (n = 370,000). Crimean-Congo hemorrhagic fever virus L polyprotein viral ovarian tumor (vOTU) protease …. inhibition, % at 11.5 µM; in the data active = inhibition above about 30%; note: 0% = vehicle wells with enzyme and 100% = no enzyme wells
TcdB GH inh: TcdB glycohydrolase inhibitors, primary screen, biochemical, single point, plate reader; AID 652162, 2013; TcdB glycohydrolase enzymatic assay; Toxin B (Clostridioides difficile), P18177; inhibition, % at 9.99 µM; actives 0.24% (n = 350,000); in the data active = inhibition above about 10%
* marks the source's active call; other numbers are inactive results; & = joins results of further samples. An excerpt; count on the stated rates, not on these rows.

Fields – PrPC TRFRET | CCHF vOTU inh | TcdB GH inh
CCOC(=O)C1=CCC(c2cc3ccccc3[nH]2)NC1 (stereo unspecified)
    -9 | 7 | 1.0
OCc1ccccc1OCc1ccccc1
    2 | -1 | 0.2
CCCS(=O)(=O)N1CCN(S(=O)(=O)c2ccccc2[N+](=O)[O-])CC1
    3 | 25 | -0.1
CCCCCCCCN1C(=O)[C@H](CC(=O)NCc2ccccc2)C[C@@]2(C(=O)OC)CC(C)(C)CC=C12
    0 | 13 | 0.2
O=C(O)C(=Cc1ccc([N+](=O)[O-])cc1)c1ccccc1
    -12 | 1 | 1.3
CC(C)C[C@H]1COc2cc(N3CCOCC3)ccc2S(=O)(=O)N1
    4 | 14 | -1.5
CCOC(=O)C1=CCN(S(=O)(=O)c2ccc(F)cc2)C1c1ccc(Cl)c(Cl)c1 (stereo unspecified)
    4 | 6 | 1.2
CCCCNC(=O)C(NC(=O)c1cccs1)C(=O)c1ccccc1 (stereo unspecified)
    4 | 11 | -0.2
C[C@H]1Cn2cnc(C(=O)N3CCN(C(=O)OC(C)(C)C)CC3)c2C(=O)N1
    -2 | -1 | 1.6
COC(=O)[C@]12C[C@H](CC(=O)NCC3CCCCC3)C(=O)N(Cc3ccccc3)C1=C[C@H](C1CCCC1)O[C@@H]2C
    12 | 22 | 0.9

Fields – PrPC TRFRET | CCHF vOTU inh | TcdB GH inh
Cc1ccc(OCCn2cnc3sc(C(N)=O)c(C)c3c2=O)cc1
    6 | -8 | 0.2
COC(=O)[C@H](Cc1ccccc1)NC(=O)[C@H]1O[C@@H](n2cnc3c(=O)[nH]c(N)nc32)[C@H](O)[C@@H]1O
    -7 | 2 | 0.5
CC(C)(C)N1C(=O)c2ccccc2NC(=O)C1C(=O)Nc1ccc2c(c1)OCCO2 (stereo unspecified)
    0 | 5 | 0.6
CC1=C(C)SC(=C(C#N)c2nnc(N3CCOCC3)n2-c2ccccc2)S1
    0 | 6 | 0.3
O=C1NC(Cc2ccccc2)c2nc3cc(Cl)ccc3c(=O)n2-c2cc(Cl)ccc21 (stereo unspecified)
    8 | 0 | 1.7
CCCCNC(=O)C(NC(=O)c1ccc2c(c1)OCO2)C(=O)c1ccccc1 (stereo unspecified)
    1 | -3 | 0.3
O=C(C[C@H]1CC[C@H](NC(=O)C2CCOCC2)[C@@H](CO)O1)NCc1ccncc1
    -1 | 7 | -0.4
CC(=NNC(N)=O)c1ccc(Cl)c(-n2cccc2)c1
    5 | 3 | 0.5
Oc1ccccc1
    -1 | -1 | 0.1
Cc1cc(NC(=O)CCN2C(=O)/C(=C/c3ccccc3F)SC2=S)no1
    -7 | 3 | 1.3

Fields – PrPC TRFRET | CCHF vOTU inh | TcdB GH inh
Cc1ccc(S(=O)(=O)N2C(c3ccc(Cl)c(Cl)c3)CC=C(C(=O)O)C2c2cccc(Cl)c2)cc1 (stereo unspecified)
    0 | -7 | -1.4
C=CCNc1ccc2c(c1)OC[C@H](Cc1ccccc1)NS2(=O)=O
    -4 | 11 | -0.8
O=C(Cc1cn(Cc2ccccc2)c2ccccc12)Nc1ccc(Nc2cccnc2)c(Br)c1
    2 | 1 | 0.3
Cc1cc(N2CCNC[C@H]2C)ccc1N1CC[C@@H](O)C1
    -9 | 4 | -22
CCCCS(=O)(=O)N1CCN(C(=O)C(=O)c2cccc(C(F)(F)F)c2)CC1
    5 | 6 | 0.7
COc1ccc(N2C(=O)c3n[nH]c(C)c3C2c2ccc(F)cc2)cc1 (stereo unspecified)
    -6 | 0 | 1.7
COC(=O)[C@]12CCCCC=C1N(Cc1ccc3c(c1)OCO3)C(=O)[C@H](CC(=O)NCc1cccs1)C2
    -2 | -3 | 3.4
COC(=O)c1cc2c(c3c4cc(F)ccc4n(S(=O)(=O)c4ccc(C)cc4)c13)C(=O)N(Cc1ccccc1OC)C2
    0 | -3 | 0.6
CCCN(CCC)CCN1CCN(C(=O)[C@H](CCc2ccccc2)NC(=O)[C@H]2O[C@@H](n3cnc4c(N)ncnc43)[C@H](O)[C@@H]2O)CC1
    -7 | 16 | 0.6
O=C(N[C@H](C(=O)N1CCC[C@H]1C(=O)NCCc1ccccc1Cl)C1CCCCC1)c1ccccc1
    4 | 9 | -1.3

Fields – PrPC TRFRET | CCHF vOTU inh | TcdB GH inh
Cc1cc(Br)c2nc(-c3ccc(Cl)cc3)c(Cc3cccc(Cl)c3)n2c1
    0 | 7 | 2.2
CC(=O)N(C)C[C@@H]1Oc2cc(Br)ccc2S(=O)(=O)N([C@H](C)CO)C[C@@H]1C
    -7 | -1 | 0.5&-0.4&-0.3
Cc1cc(C)cc([C@H]2C[C@]34CN(C(=O)OC(C)(C)C)S(=O)(=O)[C@H]3C[C@H]2O4)c1
    -5 | -5 | -0.2
Cc1ccc2[nH]c3c(c2c1)CN(C(=O)CN1CCCCC1)CC3
    -3 | -8 | 1.4
COC(=O)[C@]12C[C@H](CC(=O)N3CCN(C(=O)C4CC4)CC3)C(=O)N(CCC3=CCCCC3)C1=C[C@H](C(C)(C)C)O[C@@H]2C
    4 | 25 | 1.5
NC1=NC(c2ccccc2)N=C(Nc2ccccc2)N1 (stereo unspecified)
    3 | 2 | 1.0
O=S(=O)(c1cccs1)N1CN(C2CCCC2)c2nc3ccccc3nc21
    0 | -10 | 1.4
COc1cccc(C(=O)N[C@H](C(=O)N2CCC[C@H]2C(=O)NCc2ccccc2)C2CCCCC2)c1
    -8 | 8 | -0.1
FC(F)(F)c1ccccc1CN1CCCc2nc(-c3ccccc3)ccc21
    -13 | 0 | 1.1
O=C(C(=O)N(C1CCCCC1)C1CCCCC1)c1ccccc1
    -7 | 4 | 1.2

Among those listed so far, these contain bromine.
Fields – PrPC TRFRET | CCHF vOTU inh | TcdB GH inh
O=C(Cc1cn(Cc2ccccc2)c2ccccc12)Nc1ccc(Nc2cccnc2)c(Br)c1
    2 | 1 | 0.3
Cc1cc(Br)c2nc(-c3ccc(Cl)cc3)c(Cc3cccc(Cl)c3)n2c1
    0 | 7 | 2.2
CC(=O)N(C)C[C@@H]1Oc2cc(Br)ccc2S(=O)(=O)N([C@H](C)CO)C[C@@H]1C
    -7 | -1 | 0.5&-0.4&-0.3

New compounds follow.
Fields – PrPC TRFRET | CCHF vOTU inh | TcdB GH inh
COC(=O)[C@]12C[C@H](CC(=O)NCc3ccccc3)C(=O)N(CCC3=CCCCC3)C1=C[C@H](COCc1ccccc1)O[C@@H]2C
    -4 | 4 | 0.1
C[C@H](CO)N1C[C@H](C)[C@@H](CN(C)C(=O)Nc2ccc3c(c2)OCO3)OCc2cn(nn2)CCCC1=O
    0 | -1 | -1.0&0.4
CCCCOCCCNC(=O)C[C@H]1C[C@@]2(C(=O)OC)C(=C[C@H](C3CCCC3)O[C@@H]2C)N(Cc2ccccc2)C1=O
    -7 | 20 | -0.3
C=CC[C@]12C[C@@]3(O[C@H](c4ccc(C(F)(F)F)cc4)N=C3C[C@H](c3ccc(OC)cc3)[C@H]1C)N(Cc1ccncc1)C2=O
    3 | 20 | 0.4
Cc1cc(N2CCNC[C@H]2C)ccc1N1CCN(Cc2ccccc2)[C@H](C)C1
    -13 | 13 | -3.8
CC(C)(C)n1nc(C2CC2)c(Br)c1NC(=O)c1ccccc1F
    0 | 0 | -3.6
N#Cc1ccc(C23CC4(C2)[C@H](CN(Cc2ccc(-c5ccccc5)cc2)[C@@H]4c2ccccc2)C3c2ccc(C(F)(F)F)cc2)cc1 (stereo partly specified)
    -1 | -1 | 0.7
Cc1ccc(-c2nc3c(Br)cc(C)cn3c2Cc2cccc(Cl)c2)cc1
    24 | 16 | -1.2
O=C(O)C1CCCN1C(=O)c1cccc(Cl)c1 (stereo unspecified)
    4 | 0 | 0.4
COc1ccc([N+](=O)[O-])cc1NS(=O)(=O)c1ccc(Cl)c(C(=O)Nc2sc3c(c2C#N)CCCCC3)c1
    5 | 5 | 1.7

Single records, from the list above. Screens in order: PrPC TRFRET	CCHF vOTU inh	TcdB GH inh
COC(=O)[C@]12C[C@H](CC(=O)NCc3ccccc3)C(=O)N(CCC3=CCCCC3)C1=C[C@H](COCc1ccccc1)O[C@@H]2C is listed with -4	4	0.1
CCCCOCCCNC(=O)C[C@H]1C[C@@]2(C(=O)OC)C(=C[C@H](C3CCCC3)O[C@@H]2C)N(Cc2ccccc2)C1=O is listed with -7	20	-0.3

Further entries follow.
Fields – PrPC TRFRET | CCHF vOTU inh | TcdB GH inh
COC(=O)c1ccc(C23CC4(C2)[C@H](CN(Cc2ccc(C(F)(F)F)cc2)[C@@H]4c2ccccc2)C3c2ccc(Cl)nc2)cc1 (stereo partly specified)
    1 | 10 | 12*
Cc1cc(-c2cc(NC(=O)Cc3c[nH]c4ccccc34)ccc2Nc2cccnc2)ccc1F
    -2 | 10 | -0.1
Cc1ccccc1-c1ccc2c(c1)[C@@H]1C[C@H](N(C)C(=O)Nc3ccccc3)[C@H]([C@H](C)O)CN1CC2
    -11 | 18 | 0.5
COC(=O)C1=C(C)N(Cc2ccc(Br)cc2)C(=S)NC1c1ccccc1 (stereo unspecified)
    5 | 9 | 0.3
Cc1cccc(C)c1NC(=O)C(C)n1c(-c2ccc(=O)[nH]c2)nc2ccccc21 (stereo unspecified)
    -8 | 1 | -1.8
C=CCNC(=S)N(C)[C@H]1C[C@H]2c3[nH]c4c(-c5ccccc5)cccc4c3CCN2C(=O)[C@H]1[C@H](C)O
    -5 | 15 | 0.0
Nc1ccn([C@@H]2O[C@H](C(=O)N[C@H](Cc3ccccc3)C(=O)Nc3ccc4scnc4c3)[C@@H](O)[C@H]2O)c(=O)n1
    -8 | 6 | 1.1
O=c1c(-c2ccccc2)nc2ccccc2n1C(CCc1ccccc1)c1nc2ccccc2[nH]1 (stereo unspecified)
    1 | -6 | 1.0
C=CCN1CC(COCc2ccccc2)OCCS1(=O)=O (stereo unspecified)
    -2 | -4 | 0.5
CCCCCCCCN1C(=O)[C@@H](CC(=O)N2CCC(c3ccccc3)CC2)C[C@@]2(C(=O)OC)C1=C[C@H](C(C)(C)C)O[C@@H]2C
    10 | 16 | -2.1

Fields – PrPC TRFRET | CCHF vOTU inh | TcdB GH inh
CCc1c(-c2cccc(Br)c2)ncn1Cc1cccc(-c2ccccc2)c1
    1 | 15 | 0.3
CCOc1cc(N2CCC(O)CC2)ccc1Nc1ncc2c(n1)N(C)c1ccccc1C(=O)N2C
    -12 | 8 | -1.1
COc1ccc(-c2cc(=O)oc3cc(OCC(=O)c4cccc([N+](=O)[O-])c4)ccc23)cc1
    0 | 15 | 1.2
Cc1ccc(S(=O)(=O)N2CC3C(=O)C[C@@H](c4ccccc4)N(S(=O)(=O)c4ccccc4Cl)C3CC2c2ccccc2)cc1 (stereo partly specified)
    6 | 2 | -0.8
CCCCCCCCN1C(=O)[C@@H](CC(=O)N2CCCCC2)C[C@@]2(C(=O)OC)C1=C[C@H](C(C)(C)C)O[C@@H]2C
    -4 | 8 | 0.2
COc1cccc(CNC(=O)[C@H]2CCCN2C(=O)[C@H]2CCCN2C(=O)OC(C)(C)C)c1
    2 | -7 | 1.6
CCOc1ccc(CCNC(=O)COC(=O)c2cc(OC)c(OC)c(OC)c2)cc1OCC
    4 | 5 | 0.8
COc1ccccc1-c1ncn(Cc2cccc(-c3ccccc3)c2)c1-c1cc(C)cc(C)c1
    4 | 14 | 0.3
CCOC(=O)C1=CCN(S(=O)(=O)c2cccc(Cl)c2)C1c1cccc(Br)c1 (stereo unspecified)
    1 | 4 | 0.4
COC(=O)[C@]12C[C@H](CC(=O)NCC34CC5CC(CC(C5)C3)C4)C(=O)N(Cc3ccccc3)C1=C[C@H](C1CCCC1)O[C@@H]2C
    0 | 20 | 1.3

A second format for 2 compounds above.
SMILES | PrPC TRFRET | CCHF vOTU inh | TcdB GH inh
Cc1ccc(S(=O)(=O)N2CC3C(=O)C[C@@H](c4ccccc4)N(S(=O)(=O)c4ccccc4Cl)C3CC2c2ccccc2)cc1 (stereo partly specified) | 6 | 2 | -0.8
CCCCCCCCN1C(=O)[C@@H](CC(=O)N2CCCCC2)C[C@@]2(C(=O)OC)C1=C[C@H](C(C)(C)C)O[C@@H]2C | -4 | 8 | 0.2

(cont.)
Fields – PrPC TRFRET | CCHF vOTU inh | TcdB GH inh
COCc1[nH]nc2c1C(c1cccc(C(F)(F)F)c1)N(c1ccccc1)C2=O (stereo unspecified)
    -3 | 0 | 2.9
CN(N=Cc1ccccc1O)C(=O)c1ccccc1N
    -3 | 2 | 3.6
COc1ccc(CN2C(=O)CSCC2(C)C(=O)NCc2ccccc2)cc1OC (stereo unspecified)
    4 | 12 | 1.6
C=C1[C@H](C)CN(S(=O)C(C)(C)C)[C@H]1CCO (stereo partly specified)
    -2 | -10 | 0.5
COC(=O)[C@@]1(Cc2ccc(OC)cc2)[C@H]2c3cc(C(=O)N4CCCC4)n(Cc4c(CO)[nH]cc(C)c4=O)c3C[C@H]2CN1C(=O)c1ccccc1
    -1 | -14 | 1.5
CC1C(=O)N(Cc2ccc([N+](=O)[O-])cc2)c2ccccc2N1C(=O)C1CC1 (stereo unspecified)
    -4 | -2 | 0.5
C[C@@H]1CN(C(=O)OC(C)(C)C)CCN1c1ccc(N2CC[C@@H](O)C2)c(C#N)c1
    16 | 1 | -101
N#Cc1ccc(C(C(=O)NC2CCCCC2)n2c(=O)c(-c3cc4ccccc4[nH]3)nc3ccccc32)cc1 (stereo unspecified)
    0 | -23 | -0.1
O=c1cc(COc2ccccc2[N+](=O)[O-])nc2sccn12
    2 | -4 | 1.2
CCOC1=C2CN(S(=O)(=O)c3ccc(C)cc3)C(c3cccc(Cl)c3)CC2N(S(=O)(=O)c2ccc(Cl)cc2)C(c2ccccc2)C1 (stereo unspecified)
    -2 | -2 | 0.7
Cc1cc2c(c(=O)o1)[C@@]1(C(=O)Nc3ccccc31)C1=C(CCCC1=O)O2
    -2 | -9 | 0.2
C[C@@H]1CN([C@@H](C)CO)C(=O)CCCn2cc(nn2)CO[C@H]1CN(C)C(=O)Nc1cccc(F)c1
    -2 | -3 | 0.4&-0.1&1.8
